Bioassay records as filed in PubChem.
P. falciparum M17LAP: P. falciparum M17LAP inhibitors, primary screen, biochemical, fluorogenic H-Leu-NHMec substrate, 1536-well (AID 1619); 220,000 tested, 0.38% active; one-dose inhibition, % at 30 µM; IC50 in µM for titrated hits; recombinant M17LAP, H-Leu-NHMec fluorogenic kinetic assay; higher % means a stronger effect;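 active = compound inhibiting the enzyme by more than half at any dose during confirmatory dose-response retesting; inconclusive = strong single-dose inhibitors picked by rank but not retested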;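 also: plate controls were full reaction with DMSO carrier for no effect and no enzyme background for full effect; strong numbers were not always called active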
Yfh1-depleted yeast: enhancers of respiration in Yfh1-depleted yeast, dose response, Friedreich's ataxia, plus single-dose screen (AID 1465). S. cerevisiae Yfh1-off respiration, WST-1 reduction, 72 h; higher fold induction means a stronger effect. 220,000 tested, 0.074% active. one-dose fold induction at 50 µM; EC50 in µM for titrated hits;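 active = fold induction of absorbance versus untreated yeast above a set limit, then at least 30% activation at any dose in follow-up; inconclusive = repeats straddling the limit, or above it without dose testing; inactive = fold induction below the set limit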;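 also: activators that raise dye reduction in frataxin-depleted yeast; strong numbers were not always called active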
MT stabilize HCS: microtubule stabilizers in HeLa cells | % tubulin-high responders, % at 10 µM | HeLa tubulin immunostaining HCS, 24 h; share of cells brighter than vehicle mean+2SD | 200,000 tested, 0.83% active;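 active = plate Z-score above 3 for both tubulin-high and condensed-nucleus cell shares, with cell loss under 80%, at 10 µM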;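 also: anti alpha tubulin signal scored within the nucleus-defined area of each cell; some results filed as inactive read as strong as hits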
CSM14.1 death rescue: protection against thapsigargin-triggered cell killing – 384-well, CSM14.1, ATP luminescence, primary screen (AID 1222); 190,000 tested, under 10 active; one-dose cellular ATP content (survival), % at 20 µM; EC50 in µM for titrated hits; CSM14.1 thapsigargin-induced death rescue, ATP luminescence; higher % means a stronger effect;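 active = EC50 below 50 µM in the dose-response confirmation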;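 also: death triggered by thapsigargin at about 15 µM added after 2 h compound pretreatment; cell ATP read after overnight thapsigargin exposure of roughly 18 to 22 hours; normalized against plate controls of thapsigargin alone and 5% DMSO vehicle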
Autophagy mod: alters autophagy in cells | MEF GFP-LC3 puncta imaging; test concentration mostly 10 µM | AID 463193 | calls only at 10 µM (by protocol) | 190,000 tested, 0.98% active;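 active = percentage of spot-positive cells more than 3 SD above its plate mean, without a fluorescence outlier flag or 80% toxicity; inconclusive = no clear call, values can overlap the other calls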;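 also: spot-positive cell cutoff set from DMSO-treated cells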
Lipid droplet: hepatic lipid droplet formation modulation; AML12 mouse hepatocytes, oleate lipid droplets, BODIPY imaging; inhibition, % at 6.5 µM; 240,000 tested, 0.4% active; AID 1656;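 active = lipid droplet intensity inhibited by at least 50%, with more than 500 cells counted; inconclusive = wells with under 300 cells, treated as cytotoxic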
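System: AML12 hepatocytes (mouse). Probe or stimulus: oleic acid at 100 µM to induce lipid droplet formation. Times: overnight treatment with compound plus oleate. Detection: Image-based BODIPY and DAPI two-channel analysis. Evaluation: percent inhibition of filter-corrected integrated lipid droplet intensity per well.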
Insulin prom up: MIN6 insulin promoter up-regulation. MIN6 insulin promoter-GFP reporter, high-content imaging; active compounds read high. z-score at 5 µM. 190,000 tested, 0.3% active. AID 1625;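 active = z-score above 3 at 5 µM with at least 500 cells counted in the well; inconclusive = wells under 500 cells, flagged as cytotoxic or low count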
P. falciparum M1AAP: malaria alanyl aminopeptidase activity blockers – biochemical, fluorogenic H-Leu-NHMec substrate, 1536-well (AID 1445). recombinant M1AAP, H-Leu-NHMec fluorogenic kinetic assay; higher % means a stronger effect. inhibition, % at 30 µM; hits with a dose series show IC50 in µM. 220,000 tested, 0.42% active;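 active = primary inhibition above the hit cutoff, then over 50% inhibition at one or more dose response concentrations, cut at about 23% in these data, passing the limit was not always enough; inconclusive = conflicting primary data, or primary hits not chosen for dose response; inactive = low primary inhibition, or under 50% at every dose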;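 also: plate controls were DMSO full reaction for no effect and no enzyme background for full effect; strong numbers were not always called active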
Dynein cargo inh: blocks dynein driven cargo transport along microtubules; 220,000 tested, 0.47% active; z-score, hits read low; AID 1381; 3617.4 mouse cells, GR-EGFP nuclear translocation imaging; test concentration mostly 20 µM; stimulated with dexamethasone, 1 µM; active compounds read low;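 active = plate z-score of nuclear minus cytoplasmic receptor signal below a set negative limit, without overly bright fluorescence or cell loss, cut at about -3.5 in these data, passing the limit was not always enough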;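 also: z-score of nuclear minus cytoplasmic ring GR-EGFP intensity difference per well; some compounds called inactive have numbers as strong as hits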
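Buffer or medium: tet-free medium with charcoal-stripped serum / Also added: dexamethasone agonist, 1.0 µM final, for 30 min / Timing: induction 48 h, compound 1 h, agonist 30 min / Measured by: high-content fluorescence imaging after fixation / Read-out: nuclear-to-cytoplasmic GR-EGFP distribution per well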
Dynein cargo inh cytoplasmic EGFP: also measured in Dynein cargo inh; calls as there; z-score; measured here: cytoplasmic GR-EGFP intensity; active compounds read high
Dynein cargo inh nuclear GR-EGFP: second read-out of Dynein cargo inh, no call of its own (marks repeat the call); z-score; measured here: nuclear GR-EGFP intensity;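 lower value marks the stronger effect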
Dynein cargo inh cell count: second read-out of Dynein cargo inh, no call of its own (marks repeat the call); z-score; measured here: cell count per field
Insulin prom up cell count: also measured in Insulin prom up; calls as there; cell count; measured here: cytotoxicity, nuclei count;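 total cells summed across four imaged fields per well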
Lipid droplet cells 6.5 µM: second read-out of Lipid droplet, no call of its own (marks repeat the call); cell count; measured here: cell count, cytotoxicity flag;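 cells counted across two imaged fields per well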
MT stabilize HCS Hoechst-high %: second read-out of MT stabilize HCS, no call of its own (marks repeat the call); % Hoechst-high responders; measured here: nuclear condensation Hoechst responders;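 share of cells brighter than vehicle mean plus two SD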
MT stabilize HCS cytotoxicity %: also measured in MT stabilize HCS; calls as there; toxicity, %; measured here: cytotoxicity by cell density;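 0% = mean cell density of plate MIN control wells and 100% = no cells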
Autophagy mod cell loss 18 h: recorded beside Autophagy mod, whose call it bears; toxicity, %; measured here: cell loss, nuclei count;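 cell loss after 18 h compound exposure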
An asterisk follows results filed as active; i = inactive; ? = inconclusive; / = no result given; + = active, no number.

SMILES	P. falciparum M17LAP	Yfh1-depleted yeast	MT stabilize HCS	MT stabilize HCS Hoechst-high %	MT stabilize HCS cytotoxicity %	CSM14.1 death rescue	Autophagy mod	Autophagy mod cell loss 18 h	Lipid droplet	Lipid droplet cells 6.5 µM	Insulin prom up	Insulin prom up cell count	P. falciparum M1AAP	Dynein cargo inh	Dynein cargo inh cytoplasmic EGFP	Dynein cargo inh nuclear GR-EGFP	Dynein cargo inh cell count
O=C(c1ccc2ccccc2c1)N1CCN(S(=O)(=O)/C=C/c2ccccc2)CC1	0.6%	i	1.8	1.7	5.5	-1.1%	i	1.7	12.6	631	-0.34	1293	0.8%	-0.682	-0.304	-0.322	0.604
CSc1nc2nc(-c3ccc(F)cc3)c(CCN3CCN(C)CC3)cn2n1	2.7%	i	3.3	1.9	0.1	-0.9%	i	-2.3	-6.2	717	0.2	1438	0.4%	0.304	-0.141	0.462	-0.963
COc1cc2nc(C3CCC3)n(NC(=O)C3CCC(OC)CC3)c(=O)c2cc1OC (centres undefined)	10.1%	i	7.9	1.9	20.8	0.8%	i	-23.9	/	/	0.07	1481	-0.2%	1.39	0.16	1.16	-1.06
COc1ccc(C2NC(=O)c3ccccc3O2)cc1OC (centres undefined)	4.0%	i	2.5	1.4	1.1	-2.7%	i	5.1	8.1	696	0.38	1300	-0.9%	-0.23	-0.203	-0.409	0.802
C[N+]1=C2CCCCCN2C(O)(c2ccccc2)C1 (centres undefined)	4.7%	i	2.1	3.4	9.2	-0.8%	i	2.5	/	/	/	/	?	1.99	-0.0956	1.99	-1.64
Cc1ccc(NC(=O)NC(=O)COc2ccc(Cl)cc2Cl)c(C)c1	-0.3%	i	8.1	1.7	9.3	4.5%	i	26.1	5.6	647	-0.03	1433	-2.5%	0.972	-0.0495	0.763	-1.3
CCN(Cc1ccncc1)Cc1nc(Cc2ccccc2Cl)no1	0.5%	i	3.9	1.9	1.7	0.7%	i	21.5	-9.1	674	-0.49	1262	2.2%	-0.446	-0.216	0.0257	-0.147
CCCn1c(C)cc(/C=C(\C#N)C(=O)OCC(=O)NC(=O)NC(C)(C)C)c1C	2.9%	i	1.1	1.6	4.9	-3.1%	i	-21.6	8.2	700	?	/	0.7%	-1.06	-0.225	-0.336	1.27
C=CCn1c(SCC(=O)N2CCN(c3ccccc3)CC2)nnc1-c1ccco1	5.1%	i	3.6	1.6	3.9	4.9%	i	-1.7	/	/	-0.33	804	1.4%	2.7	-0.171	1.44	-1.44
C/C(=N/Nc1ccc(Cl)cc1)c1cnnc(-c2ccccc2)n1	15.3%	i	2.0	1.8	5.4	1.7%	+	-2.0*	18.6	701	0.75	1566	-1.9%	0.0751	-0.123	-0.0668	-0.0709
CCOC(=O)c1[nH]c2ccccc2c1NC(=O)COC	-1.9%	i	4.6	3.3	4.8	-1.8%	i	11.7	/	/	-0.74	1047	-3.0%	-0.557	-0.253	-0.314	0.445
CC(C)Cn1c(=S)[nH]c2cc(C(=O)O)ccc2c1=O	17.7%	i	/	/	/	/	/	/	17.5	686	0.08	878	-5.9%	0.639	-0.7	0.0135	-0.673
Cc1cc(OCc2ccc(C(=O)NN=C3CCCC3)cc2)ccc1Cl	3.0%	i	3.9	2.0	5.6	-1.4%	i	-4.8	11.5	630	0.69	1173	4.7%	-0.824	-0.315	-0.729	0.777
CCn1ccc(C(=O)Nc2ccc(S(=O)(=O)Nc3ccccc3OC)cc2)n1	9.4%	i	1.7	1.3	6.8	-3.2%	i	3.7	19.3	805	2.47	931	17.9%	-0.071	-0.123	0.281	-0.00765
O=C(Oc1cccc2c(O)cccc12)c1ccccc1	4.3%	i	3.5	3.5	8.4	-3.3%	i	7.5	-9.5	731	-0.42	1186	0.7%	1.93	0.357	1.63	-1.95
CCOc1ccc(CN2CCNC(=O)C2CC(=O)NCCc2ccccn2)cc1 (centres undefined)	-6.2%	i	2.5	1.9	5.4	-1.5%	i	14.5	27.5	672	0.67	1422	-7.5%	0.51	-0.286	0.178	-0.0573
CN(C)CCNC(=O)NC1CCCCC1	-4.3%	i	2.7	2.9	9.8	-1.0%	i	16.2	/	/	1.06	917	4.1%	-0.937	-0.21	-0.327	1.1
CC1(C)Cc2nc3sc4c(=O)n(CC(=O)NCc5ccco5)cnc4c3cc2CO1	6.1%	i	31.7*	40.7*	44.5*	1.0%	i	29.7	/	/	0.77	1173	8.3%	-0.208	-0.144	0.105	0.174
CCc1n[nH]c(=S)n1N=C1CCC(C)CC1 (centres undefined)	-9.7%	i	3.1	1.8	4.6	-1.0%	i	-10.0	1.5	615	0.59	1581	1.6%	0.117	-0.263	0.749	0.0175
Cc1cc(C)c(C2C(C#N)=C(N)Oc3n[nH]c(C)c32)cc1CN1CCCC1 (centres undefined)	9.7%	i	3.4	0.0	61.6	-2.7%	i	-2.1	6.4	729	/	/	1.1%	-0.00968	-0.259	-0.0538	1.19
O=C(Nc1nncs1)C1COc2ccccc2O1 (centres undefined)	4.0%	i	4.0	2.6	4.4	-1.8%	i	1.2	1.1	767	0.19	1315	1.8%	-0.989	-0.151	-0.277	0.828
Cn1c(=O)[nH]c(=O)c2c1nc(CN1CCN(c3cccc(Cl)c3)CC1)n2Cc1ccccc1Cl	-9.3%	i	13.8*	52.3*	24.4*	/	i	9.8	-16.4	655	0.72	1727	-1.5%	0.555	-0.173	0.551	-0.304
Cc1cc(/C=N/n2cnnc2)c(C)n1-c1cccc(Cl)c1	13.2%	/	8.5	1.8	16.2	-1.4%	i	3.3	1.2	764	-2.15	1180	2.7%	-1.08	-0.248	-0.353	0.505
COc1ccc(OC)c(-n2cnc3cc(C(=O)NCCCN4CCOCC4)ccc32)c1	-5.4%	i	1.3	2.8	12.0	-0.9%	i	11.9	/	/	0.18	1500	-7.8%	0.331	-0.154	0.621	-0.285
CC(C)c1ccc(N2C(=O)CC(Sc3ncn[nH]3)C2=O)cc1 (centres undefined)	24.0%	i	0.9	0.5	7.6	-2.2%	i	-7.9	4.7	763	-0.14	908	6.2%	0.814	0.2	0.885	-1.46
(next part)
SMILES	P. falciparum M17LAP	Yfh1-depleted yeast	MT stabilize HCS	MT stabilize HCS Hoechst-high %	MT stabilize HCS cytotoxicity %	CSM14.1 death rescue	Autophagy mod	Autophagy mod cell loss 18 h	Lipid droplet	Lipid droplet cells 6.5 µM	Insulin prom up	Insulin prom up cell count	P. falciparum M1AAP	Dynein cargo inh	Dynein cargo inh cytoplasmic EGFP	Dynein cargo inh nuclear GR-EGFP	Dynein cargo inh cell count
Cc1cc(NC(=O)CSc2nncn2N)no1	2.6%	i	1.4	1.4	1.7	-0.5%	i	21.7	23.0	723	-1.84	1301	-1.8%	-0.151	-0.188	0.0646	0.399
O=C(Oc1cc(Cl)cc(Cl)c1)c1cnc2n(c1=O)CCS2	1.6%	i	/	/	/	/	/	/	5.8	673	-0.42	1383	4.5%	-1.64	-0.225	-0.728	1.92
Cn1nc(-c2ccc(OCC(=O)Nc3cccnc3)cc2)c2ccccc2c1=O	3.5%	i	3.9	0.8	80.7	-2.7%	i	6.0	-18.9	418	0.61	1764	4.0%	2.28	0.124	2.31	-2.71
C#Cc1cccc(-n2nnc(C(C)=O)c2C)c1	16.1%	i	/	/	/	/	/	/	3.8	661	-0.19	1444	12.3%	0.177	-0.265	0.0572	0.389
CN(C)S(=O)(=O)c1ccc(Cl)c(NC(=O)COC(=O)c2cc(-c3ccccc3)nc3ccccc23)c1	15.3%	i	2.6	3.3	6.7	1.3%	i	12.6	17.7	571	0.14	1402	9.8%	-0.585	-0.255	-0.684	1.2
CCN1CCc2c(OCC(=O)N3CCC(C)CC3)cccc2C1=O	-5.9%	i	1.5	1.3	5.4	-1.0%	i	-9.7	-2.6	687	-0.53	1094	0.5%	-0.158	-0.0601	-0.0123	-0.385
CC(C)CN1C(=O)c2ccc(C(=O)Nc3nccs3)cc2C1=O	-4.7%	/	3.2	2.7	6.7	-5.3%	i	1.6	-5.3	748	-0.17	1199	-0.6%	0.455	0.108	0.303	0.188
Cc1ccc(NC(=O)C(=O)NNC(=O)c2ccccc2C)cc1Cl	-9.8%	/	2.2	1.5	5.3	2.2%	i	9.1	/	/	-0.22	1442	-5.2%	0.0693	0.0997	-0.173	0.217
CCCC(=O)NC(NC1CCS(=O)(=O)C1)C(Cl)(Cl)Cl (centres undefined)	3.4%	i	5.7	2.7	6.9	-1.1%	i	1.3	13.7	704	1.2	1560	3.4%	-0.96	-0.254	-0.411	0.781
CC1SC(c2cccc(Cl)c2)NC1=O (centres undefined)	2.0%	i	1.0	1.6	9.4	-1.0%	i	1.7	-8.2	757	0.28	787	6.2%	-0.491	-0.0099	0.0515	0.765
CC1C(c2ccccc2)N(C)C(c2ccccc2)C(C)C1(O)C#Cc1ccccc1 (centres undefined)	10.9%	i	3.1	1.3	7.3	0.4%	i	-8.2	-1.1	578	-0.4	1225	-0.4%	0.188	-0.0937	0.193	0.521
